RAM inhibit: inhibitors of the yeast RAM network. inhibition, % at 50 µM. 190,000 tested, 1.8% active. S. cerevisiae dse1pr::URA3 reporter, 5-FOA growth OD615, 2 d; analog-sensitive cbk1-as2 kinase mutant strain;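 active = inhibition above a set limit, 3 SD over mean compound inhibition, cut at about 8.4% in these data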;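 note: 0% = DMSO-only wells with no growth and 100% = 10 µM 1-NA-PP1 full growth; inhibition rescues growth on 5-FOA so higher OD means more RAM inhibition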
bIAP inh: intestinal alkaline phosphatase (bovine) inhibition; 190,000 tested, under 10 active; purified bovine IAP, CDP-star luminescence, 30 min; AID 1019; inhibition, % at 20 µM;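 active = over 50% inhibition of intestinal alkaline phosphatase at 20 µM in the single-dose screen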
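Incubation: 30 min reaction at room temperature / Material: purified bovine intestinal alkaline phosphatase (IAP) enzyme / Input: enzyme at 1/65,000,000 dilution / Dosing: 20 µM single dose / Signal: CDP-star luminescence signal / Reagent: CDP-star chemiluminescent phosphatase substrate, 30 µM final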
TNAP inh hi DEA: blocks human TNAP under high phosphate acceptor concentration; purified TNAP, CDP-star luminescence, 1 M DEA; P05186; inhibition, % at 20 µM; 200,000 tested, 0.03% active;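 active = over 50% inhibition of tissue-nonspecific alkaline phosphatase at 20 µM in the single-dose screen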;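 note: plate controls were DMSO wells for no effect and EDTA-quenched wells as full inhibition for full effect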
Target sequence (P05186 whole entry, looked up): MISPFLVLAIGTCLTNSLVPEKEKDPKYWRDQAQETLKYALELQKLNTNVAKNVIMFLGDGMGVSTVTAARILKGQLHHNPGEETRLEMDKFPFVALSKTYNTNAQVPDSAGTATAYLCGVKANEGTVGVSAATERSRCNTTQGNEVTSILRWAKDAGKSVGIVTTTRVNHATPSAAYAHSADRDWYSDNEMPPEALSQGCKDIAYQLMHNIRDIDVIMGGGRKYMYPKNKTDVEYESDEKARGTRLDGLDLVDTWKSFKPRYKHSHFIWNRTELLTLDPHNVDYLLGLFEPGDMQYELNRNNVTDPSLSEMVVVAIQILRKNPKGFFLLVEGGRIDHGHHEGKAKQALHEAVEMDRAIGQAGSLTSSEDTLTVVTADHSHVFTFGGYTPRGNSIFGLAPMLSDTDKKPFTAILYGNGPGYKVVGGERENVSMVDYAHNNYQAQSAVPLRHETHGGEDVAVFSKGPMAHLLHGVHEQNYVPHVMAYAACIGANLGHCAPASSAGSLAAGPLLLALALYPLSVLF
FLuc inhib CS: inhibits firefly luciferase, flagging false hits in luciferase inhibition screens; P08659; ATPLite firefly luciferase biochemical luminescence, 10 min; inhibition, % at 10 µM; 200,000 tested, 1.5% active;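 active = inhibition above about 50% when tested at 10 µM, limit read from the data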
Target sequence (P08659 whole entry, looked up): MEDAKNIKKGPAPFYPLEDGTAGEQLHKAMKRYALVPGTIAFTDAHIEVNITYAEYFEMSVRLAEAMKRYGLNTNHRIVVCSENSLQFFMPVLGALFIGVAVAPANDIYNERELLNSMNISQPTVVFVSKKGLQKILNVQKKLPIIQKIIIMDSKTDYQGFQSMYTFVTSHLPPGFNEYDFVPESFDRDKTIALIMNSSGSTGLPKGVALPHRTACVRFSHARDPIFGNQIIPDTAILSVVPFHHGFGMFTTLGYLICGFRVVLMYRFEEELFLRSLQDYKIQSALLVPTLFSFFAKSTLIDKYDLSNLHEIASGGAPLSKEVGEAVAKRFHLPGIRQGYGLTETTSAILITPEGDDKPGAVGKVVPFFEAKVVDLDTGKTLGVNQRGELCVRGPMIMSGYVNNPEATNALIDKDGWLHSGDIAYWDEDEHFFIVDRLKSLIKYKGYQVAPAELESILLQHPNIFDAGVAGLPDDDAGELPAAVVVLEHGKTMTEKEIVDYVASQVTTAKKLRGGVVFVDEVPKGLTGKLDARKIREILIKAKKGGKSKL
APP transl inh: APP translation inhibition. SH-SY5Y APP 5'UTR-luciferase reporter, luminescence. 190,000 tested, 0.82% active. inhibition, % at 2 µM;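 active = inhibition above a set limit, derived from the sample mean plus 3 SD, cut at about 45% in these data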; note: values of inactives mirror those of a sister screen read the other way
TNAP act hiacc: increases human TNAP activity under high phosphate acceptor concentration. P05186. purified TNAP, CDP-star luminescence, 1 M DEA, 30 min; active compounds read high; 0 = EDTA background, 1 = DMSO-only activity. activation factor at 20 µM. 200,000 tested, under 10 active. AID 1136;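 active = activation factor at least 2 at 20 µM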
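system = human TNAP | amount = enzyme diluted 1/800 final | reagent = 100 µM CDP-star substrate | signal = luminescent substrate turnover signal | dosing = one dose, 20 µM | benchmarks = EDTA negative control, DMSO positive control | measure = activation factor | timing = 30 min reaction, room temperature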
TNAP inh no acc: blocks human TNAP activity with no phosphate acceptor present. purified TNAP, CDP-star luminescence, 30 min. P05186. inhibition, % at 20 µM. 200,000 tested, 0.26% active;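 active = tissue-nonspecific alkaline phosphatase inhibition above about 50% at 20 µM in the single-dose screen, limit read from the data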;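 note: 0% = DMSO negative control and 100% = EDTA positive control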
FLuc act counter: firefly luciferase counter-screen for stimulation assays | AID 1027 | 200,000 tested, under 10 active | P08659 | activation factor at 10 µM | ATPlite luciferase biochemical, luminescence, 10 min; 0 = ATP-free wells, 1 = DMSO control;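 active = luciferase activation factor, scaled between plate controls, of at least 2 with compound at 10 µM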
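Assay system: Luciferase/luciferin detection reagent, cell-free biochemical luciferase assay / Also added: ATP substrate / Schedule: 10 min at ambient temperature / Measured by: luminescence measurement of luciferase light output / Benchmarks: low control with PBS replacing ATP, high control enzyme plus ATP without compound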
Lmaj promast: reduces viability of Leishmania major promastigotes; inhibition, % at 10 µM; resazurin fluorescence viability; 200,000 tested, 9% active; in the data active = inhibition above about 50%;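 note: promastigotes grown with compound for 44 hours at 28 °C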
bIAP act: intestinal alkaline phosphatase (bovine) activation; activation factor at 20 µM; 200,000 tested, 0.17% active; purified bovine IAP, CDP-star luminescence, 30 min; active compounds read high; fold of DMSO-control signal, blank-subtracted;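 active = activation factor of 2 or more at 20 µM, a signal rise over negative controls twice the positive control's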
An asterisk follows results filed as active. Not a hit list. Share with any hit: about 13%.

SMILES,Lmaj promast,APP transl inh,bIAP act,bIAP inh,RAM inhibit,FLuc act counter,FLuc inhib CS,TNAP inh hi DEA,TNAP act hiacc,TNAP inh no acc
CC(=O)Nc1n[nH]c(-c2ccc(C)cc2)c1C,0.9,0.1,1.1,-5.5,-2.8,1,-4.6,-6.3,1.1,85.1*
COc1cc(C2C(C(C)=O)=C(O)C(=O)N2c2ccc(Br)cn2)ccc1O (stereo not given),1.4,-10.9,1,-1.4,0.9,1.1,-6.9,-1.8,1,-3.4
CC(C)(C)NC(=O)NC(=O)COC(=O)CNC(=O)C1CCCCC1,0.9,-25.8,1,2.3,0.2,1.1,-9.2,-3.1,1,-4.8
Cc1cccc(C)c1NC(=O)CSc1nnc(-c2ccco2)n1N,-7.2,-7.4,1,-3.6,1.4,1,-1.1,-1.3,1,-6.6
O=[N+]([O-])c1ccc(N/N=C/c2cccc(O)c2O)c(S(=O)(=O)N2CCOCC2)c1,-0.3,27.4,1,2.6,3.0,1,-3.9,39.1,0.6,78.9*
CCc1nc(CNC(=O)c2cc(OC)c(OC)c(OC)c2)no1,-7.5,3.6,1.1,-5.2,1.1,1,-2.7,-5.6,1.1,-2.6
CCOC(=O)C(C)Sc1nc2c(cnn2-c2ccc(C)cc2)c(=O)[nH]1 (stereo not given),0.4,-12.1,1,-4.8,3.5,1.1,-5.4,-0.7,1,-8.8
CCOc1ccc(OCC)c(-c2c(=O)n(OCc3ccc(Cl)cc3)c3ccccc3[n+]2[O-])c1,4.1,2.3,1,-0.1,-0.5,1,-1.2,-1.4,1,-3.6
CCn1cc(C(=O)O)c(=O)c2cc3c(cc21)OCO3,-3.6,13.9,1.1,-9.4,0.7,1.1,-6.9,-0.7,1,-11.2
CC(=O)Nc1ccc(NC(=O)/C=C/c2ccc3c(c2)OCO3)cc1,2.0,-32.5,1.1,-8.8,3.8,0.9,5.0,-2.5,1,-12.1
O=C(Nc1ccc(S(=O)(=O)NCC2CCCO2)cc1)c1cnccn1 (stereo not given),-6.9,16.5,1,3.3,1.5,1.1,-5.2,1.9,1,-1.6
CCN1CCN(C(=O)CN(CC)S(=O)(=O)c2ccc(Cl)cc2)CC1,3.0,4.0,0.9,7.2,1.7,1,-1.3,-3.1,1,-7.9
COc1ccc(OC)c(C2C(C(=O)Nc3cccnc3)=C(C)NC3=C2C(=O)CCC3)c1 (stereo not given),-1.0,-3.1,1.2,-16.7,1.6,1,-2.5,1.6,1,-11.0
O=C(CCCSc1nc2ccccc2[nH]1)NCc1ccccc1Cl,-2.2,-14.5,0.9,13.0,-1.2,1,-2.3,-3.9,1,0.2
CC12CC3CC(C)(C1)CC(C(=O)NC(=S)N1CCCCC1)(C3)C2,3.9,6.0,0.9,12.6,-0.1,1.1,-8.3,-3.7,1,11.4
Cc1nn(C)c(Cl)c1CN1CCN(CC(C)C)C(CCO)C1 (stereo not given),0.9,-6.5,1.1,-6.1,0.0,1.1,-8.1,-5.0,1.1,-5.9
COc1cccc(CNC(=O)Cn2cc3c(n2)CCCCC3)c1,-11.7,-21.0,1,-0.4,-0.5,1,-4.2,-7.2,1.1,-18.0
CCCCC(SCC(=O)Nc1ccccc1)C(=O)O (stereo not given),-2.9,-1.4,0.9,7.6,0.6,1.1,-5.9,-4.5,1,-15.7
COC(=O)/C=C1\SC(=Nc2ccc(OC)cc2)NC1=O,32.0,3.2,1.3,-32.6,4.2,1,-4.1,-3.8,1,-3.4
O=C(O)CCCn1c(=O)[nH]c2ccccc2c1=O,-6.5,5.7,0.9,9.8,2.0,1,-4.3,-8.5,1.1,-6.2
COC(=O)COc1cccc(NC(=O)COc2ccccc2)c1,90.9*,-3.0,0.9,10.8,1.4,1.1,-7.7,-5.8,1.1,-9.3
Cc1cc(C(=O)COC(=O)c2ccccc2O)c(C)n1Cc1cccs1,-2.7,-7.6,0.9,11.1,9.0*,0.1,89.6*,-6.9,1.1,-8.3
O=C(CN1C(=O)c2ccccc2C1=O)Nc1cccc(S(=O)(=O)Nc2ccccc2Cl)c1,22.4,-8.6,0.9,13.5,7.0,1,-0.7,1.5,1,-0.6
COc1cc(C2CC(=O)N3CN(Cc4ccco4)CSC3=C2C#N)ccc1OCc1ccccc1 (stereo not given),-2.6,2.3,1,-0.5,1.6,1,2.1,-4.6,1,-0.3
CSc1ccccc1NC(=O)Cn1nc([N+](=O)[O-])c(Cl)c1C,10.1,8.9,1,-1.5,2.2,1.1,-9.1,-3.4,1,0.1

(listing goes on)
SMILES,Lmaj promast,APP transl inh,bIAP act,bIAP inh,RAM inhibit,FLuc act counter,FLuc inhib CS,TNAP inh hi DEA,TNAP act hiacc,TNAP inh no acc
O=C1CC(=C(c2ccccc2)c2ccccc2)C(=O)N1CCN1CCN(c2cccc(Cl)c2)CC1,-0.7,-10.5,1,-2.7,2.8,1.1,-6.2,-5.6,1.1,-1.1
Cc1ccc(C(=O)NCc2ccc(N3CCN(C(=O)OC(C)(C)C)CC3)cc2)cc1,2.0,-3.4,1,-0.1,1.6,1.1,-10.6,-5.6,1.1,0.0
COc1ccc(C2CC(c3ccc(F)cc3)Nc3nc(N)nn32)cc1OC (stereo not given),-3.5,1.5,1.2,-15.6,1.2,1,-4.1,-6.5,1.1,-15.6
O=C(CN1C(=O)/C(=C2\SC(=S)N(C3CCS(=O)(=O)C3)C2=O)c2ccccc21)Nc1ccccc1 (stereo not given),91.3*,8.2,1,2.1,5.8,1,-0.1,8.1,0.9,24.9
COc1cccc(C(C(=O)NC2CCCC2)N(C(=O)c2ccco2)C2CC2)c1OC (stereo not given),0.4,-4.5,1,0.3,0.2,1,-4.8,-4.9,1,-13.3
O=C(c1ccco1)N1CCN(c2nnc(-c3ccccc3)c3ccccc23)CC1,3.5,-9.6,1,0.4,-0.6,1.1,-7.2,-3.4,1,22.9
CN(c1ccc([N+](=O)[O-])cc1C(=O)Nc1ccccc1)C1CCCCC1,7.6,-8.2,0.7,31.9,2.1,1,-2.5,5.8,0.9,-0.6
O=C(CSc1ncccn1)Nc1ncc(C(F)(F)F)cc1Cl,-3.2,-32.4,1.1,-7.1,2.9,1,0.1,-1.2,1,-9.0
COCc1ccc(CN2CCC(CO)(CC3CCCCO3)CC2)o1 (stereo not given),-0.8,11.9,1,4.7,0.4,1.1,-8.1,-3.5,1,-8.8
COc1ccccc1Nc1ccc(C(=O)NCc2cccs2)cn1,-2.0,1.6,0.9,9.0,0.6,1,4.6,-0.9,1,1.8
CCc1ccc(C(C(=O)NC(C)(C)CC)N(Cc2ccco2)C(=O)Cn2nnc3ccccc32)cc1 (stereo not given),36.0,-8.5,1.2,-18.5,5.9,1,-4.9,-0.9,1,-4.0
CCCCOc1ccc(-c2nnc(N)s2)cc1,-10.5,-25.4,0.8,19.6,5.5,0.6,41.1,-2.8,1,-7.2
CC(C)(C)C(=O)NC(=S)NNC(=O)c1ccc(Cl)cc1Cl,-7.2,-10.3,1.3,-28.7,2.5,1,-4.7,-2.3,1,-120.0
CCOc1cc2c3c(c1)C1(OCCO1)C(=O)N3C(C)(C)CC2C (stereo not given),6.9,4.3,1,4.7,0.7,1,-2.4,-1.2,1,-7.9
O=C(CCC(=O)NNC(=S)Nc1ccccc1)NCc1ccccc1,-1.6,3.6,1.3,-31.4,0.0,1.1,-9.4,-9.9,1.1,-14.1
COCCNc1ccc(S(=O)(=O)N2CCCC2)cc1[N+](=O)[O-],8.0,-0.2,0.9,11.1,0.6,1,-2.5,5.2,0.9,-1.0
Cc1cccc2cc(CN(CCCN(C)C)C(=S)NCCc3ccccc3)c(=O)[nH]c12,64.7*,0.1,1.1,-5.4,-0.2,1.1,-5.8,-2.1,1,1.9
O=C(NC1CC1)C1=C[C@@H](C2CCCCC2)C[C@@H](OCc2ccc(CO)cc2)O1,98.0*,-8.5,1,-2.9,0.9,1,-1.7,-8.3,1.1,-13.8
O=C(COC(=O)c1ccncc1)Nc1cc(Cl)c(Cl)cc1Cl,-6.7,-7.6,1.1,-13.2,2.6,1,0.1,-4.0,1,-7.5
Cc1cc(C)n(-c2nc(NCC(C)O)c3c4c(sc3n2)COC(C)(C)C4)n1 (stereo not given),5.5,2.9,1,-0.7,0.8,1,-0.9,-5.8,1.1,-8.7
CCc1cccc(C)c1NC(=O)C(c1ccccc1)N1CCC1=O (stereo not given),-2.1,3.7,0.9,7.2,0.0,1.1,-7.1,-6.3,1.1,-13.4
COc1ccc(Cl)cc1C(=O)C1CCCN(Cc2cnc(N3CCOCC3)s2)C1 (stereo not given),3.8,-19.5,1.1,-11.6,-0.5,1,-0.9,-8.9,1.1,-8.2
COCCCNC(=O)Cn1c(=O)n(CCCCCC(=O)Nc2ccccc2)c(=O)c2sccc21,50.2*,2.1,0.8,15.1,3.0,1,2.0,2.2,1,-13.5
Cc1ccccc1OCC(=O)Nc1cccc2nsnc12,-3.2,-3.1,0.9,10.9,3.5,1.1,-5.8,-2.5,1,-5.8
O=C1CC2CS(=O)(=O)CC2N1C1CCCCC1 (stereo not given),-6.8,-4.1,0.9,6.5,0.5,1.1,-10.0,-5.1,1.1,-15.2

More results
SMILES,Lmaj promast,APP transl inh,bIAP act,bIAP inh,RAM inhibit,FLuc act counter,FLuc inhib CS,TNAP inh hi DEA,TNAP act hiacc,TNAP inh no acc
COc1ccc(CN2C(=O)CN(C3CCCCCC3)C(=O)C2c2ccc(OC)c(OC)c2)cc1 (stereo not given),0.7,-4.9,1,1.4,1.6,1,-4.2,-7.9,1.1,-7.5
Cc1ccc(NC(=O)Cn2c(/C=C/c3ccccc3)nc3ccccc32)cc1C,29.1,-2.3,1.2,-16.8,1.0,0.9,5.1,-3.9,1,-8.8
Cc1c2c(c(C)n1C)C(C(=O)NC1CCCCC1)N(Cc1ccccc1)C2=O (stereo not given),13.6,12.8,1,-1.9,5.8,1.1,-6.6,-3.6,1,1.9
Cc1cc(C)c(C(=O)COC(=O)c2cc([N+](=O)[O-])ccc2NCCO)cc1C,9.8,-3.1,0.8,15.3,3.4,1,0.0,1.9,1,-36.5

Exported with each value named: entries from further up
CCc1cccc(C)c1NC(=O)C(c1ccccc1)N1CCC1=O (stereo not given)
  Lmaj promast: -2.1; APP transl inh: 3.7; bIAP act: 0.9; bIAP inh: 7.2; RAM inhibit: 0.0; FLuc act counter: 1.1; FLuc inhib CS: -7.1; TNAP inh hi DEA: -6.3; TNAP act hiacc: 1.1; TNAP inh no acc: -13.4
COc1ccc(Cl)cc1C(=O)C1CCCN(Cc2cnc(N3CCOCC3)s2)C1 (stereo not given)
  Lmaj promast: 3.8; APP transl inh: -19.5; bIAP act: 1.1; bIAP inh: -11.6; RAM inhibit: -0.5; FLuc act counter: 1; FLuc inhib CS: -0.9; TNAP inh hi DEA: -8.9; TNAP act hiacc: 1.1; TNAP inh no acc: -8.2
COCCCNC(=O)Cn1c(=O)n(CCCCCC(=O)Nc2ccccc2)c(=O)c2sccc21
  Lmaj promast: 50.2*; APP transl inh: 2.1; bIAP act: 0.8; bIAP inh: 15.1; RAM inhibit: 3.0; FLuc act counter: 1; FLuc inhib CS: 2.0; TNAP inh hi DEA: 2.2; TNAP act hiacc: 1; TNAP inh no acc: -13.5

Screening data: PubChem BioAssay, several laboratories
